M5 ag = human M5 muscarinic receptor agonists, primary screen, CHO-K1 cells, Fluo-8 calcium fluorescence | CHO-K1 hM5 cells; 0% DMSO wells, 100% maximal acetylcholine response | activation, % at 3 µM | actives 0.19% (n = 360,000);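 active = activation above the run's mean over test compounds plus 3 SD, cut at about 23% in these data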;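 also: signal is peak over basal fluorescence ratio across the kinetic read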
Target sequence (P08912 whole entry, looked up): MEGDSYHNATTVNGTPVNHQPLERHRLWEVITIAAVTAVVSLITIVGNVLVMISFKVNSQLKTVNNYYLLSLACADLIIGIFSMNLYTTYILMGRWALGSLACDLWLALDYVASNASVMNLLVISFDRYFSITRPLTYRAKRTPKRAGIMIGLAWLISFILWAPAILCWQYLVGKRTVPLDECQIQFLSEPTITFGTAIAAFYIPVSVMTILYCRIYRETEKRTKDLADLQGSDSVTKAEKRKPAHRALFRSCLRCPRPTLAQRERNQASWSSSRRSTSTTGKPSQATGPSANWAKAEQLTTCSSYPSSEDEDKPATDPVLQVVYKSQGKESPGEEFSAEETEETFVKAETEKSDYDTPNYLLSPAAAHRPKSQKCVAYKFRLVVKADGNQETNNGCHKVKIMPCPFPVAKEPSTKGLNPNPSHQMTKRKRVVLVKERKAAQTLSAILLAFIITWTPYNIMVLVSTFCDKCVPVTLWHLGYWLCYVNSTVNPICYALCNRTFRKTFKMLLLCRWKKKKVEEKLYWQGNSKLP
CHRM5 PAM = human M5 muscarinic receptor positive allosteric modulators, primary screen, CHO-K1 cells, Fluo-8 calcium fluorescence | Muscarinic acetylcholine receptor M5 (Homo sapiens), P08912 | AID 624038, 2012 | actives 0.3% (n = 360,000) | activation, % at 3 µM | CHO-K1 hM5, ACh EC20 PAM; 0% = ACh EC20, 100% = ACh EC100;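 active = activation above the run cutoff, the mean activation of all test compounds plus 3 SD, cut at about 18% in these data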
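Assay system: CHO-K1 hM5 cells / Incubation: Fluo-8 loading 80 min at 37 °C plus 30 min room temperature / Technique: Fluo-8 calcium dye fluorescence, kinetic read / Repeats: single replicate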
TAAR1 agonist = human TAAR1 agonists, primary screen, Fluo-8 calcium fluorescence, CHO RD-HGA16 cells; vehicle wells 0%, saturating PEA agonist 100%; activation, % at 3 µM; actives 0.99% (n = 360,000);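 active = activation above the mean activation of all test compounds in the run plus 3 SD, cut at about 38% in these data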
Target sequence (Q96RJ0 whole entry, looked up): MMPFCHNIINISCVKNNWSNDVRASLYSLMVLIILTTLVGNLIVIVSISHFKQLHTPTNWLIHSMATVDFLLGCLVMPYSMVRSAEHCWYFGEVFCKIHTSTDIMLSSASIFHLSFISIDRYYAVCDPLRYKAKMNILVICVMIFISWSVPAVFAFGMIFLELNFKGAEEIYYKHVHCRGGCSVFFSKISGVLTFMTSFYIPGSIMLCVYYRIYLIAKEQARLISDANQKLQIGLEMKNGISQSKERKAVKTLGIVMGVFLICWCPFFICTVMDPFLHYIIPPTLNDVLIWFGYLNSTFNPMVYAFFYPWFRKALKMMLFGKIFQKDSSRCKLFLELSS
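Benchmarks: low control DMSO, high control PEA (EC100); System: CHO RD-HGA16 cells carrying human TAAR1 plus Gα16; Detection: Fluo-8 fluorescence, 5 s baseline then 140 s kinetic read; Schedule: 17-24 h plating, Fluo-8 75 min 37 °C, 30 min RT; Read-out basis: % activation from peak over basal fluorescence ratio, DMSO-to-PEA scaled.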
TAAR1 antagonist = human TAAR1 antagonists, primary screen, Fluo-8 calcium fluorescence, CHO RD-HGA16 cells; Trace amine-associated receptor 1 (Homo sapiens), Q96RJ0; AID 624466, 2012; inhibition, % at 3 µM; antagonist; actives 1.5% (n = 360,000);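 active = inhibition above a per-plate cutoff, the mean inhibition of test compounds on that plate plus 3 SD, cut at about 49% in these data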;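 also: 0% = DMSO plus EC80 beta-PEA response and 100% = DMSO alone without agonist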
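Test system: CHO RD-HGA16 cells bearing hTAAR1 | Reagent: β-PEA, EC80 | Compound dosing: 3 µM, single point | Schedule: Dye loading 75 min at 37 °C, then 30 min room temperature | Signal: Calcium fluorescence with Fluo-8 | Evaluation: Percent inhibition of PEA-evoked calcium signal, max/basal emission ratio | Control set: DMSO-only wells and EC80 β-PEA-stimulated wells | Repeats: Singlicate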
CHO-K1 Ca PAM = nonselective calcium activators in parental CHO-K1 cells, primary screen, counter-screen for M1 PAM project, cell-based, Fluo-8 calcium fluorescence, full deck, 1536-well. ATP EC20; 0% at ATP EC20, 100% at ATP max. activation, % at 3 µM. actives 0.02% (n = 360,000). AID 602247, 2012;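 active = activation above the run cutoff, the mean activation of all test compounds plus 3 SD, cut at about 40% in these data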;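 also: peak over basal fluorescence ratio in a 140 s read after ATP addition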
M4 PAM = human M4 muscarinic receptor positive allosteric modulators, primary screen, CHO-K1 cells, Fluo-8 calcium fluorescence | actives 0.4% (n = 360,000) | activation, % at 3 µM | CHO-K1 hM4/Gqi5, ACh EC20; 0% = ACh EC20, 100% = maximal ACh | Muscarinic acetylcholine receptor M4 (Homo sapiens), P08173;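 active = activation above its plate's cutoff, the mean activation of sample wells plus 3 SD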; also: some results filed as inactive read as strong as hits
CRFR2-BP ag = agonists of CRF-BP/CRF-R2 complex, primary screen, cell-based, HEK293, calcium dye fluorescence, uHTS | CRF-binding protein / CRF receptor 2 complex (human) | calcium dye fluorescence (FLIPR); percent of saturating CRF peptide response | activation, % at 13.2 µM | actives 0.46% (n = 350,000) | AID 588473, 2011;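 active = activation of at least 50%, plus an integration ratio under a set limit after plate pattern correction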;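 also: plate controls were neutral control wells without compound for no effect and CRF at EC100 for full effect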
M5 antag = human M5 muscarinic receptor antagonists, primary screen, CHO cells, Fluo-8 calcium fluorescence; actives 0.59% (n = 360,000); AID 624040, 2012; CHO-hM5 cells, ACh EC80; Muscarinic acetylcholine receptor M5 (Homo sapiens), P08912; inhibition, % at 3 µM;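 active = inhibition above a per-plate cutoff, the mean of that plate's test compounds plus 3 SD, cut at about 27% in these data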;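 also: 0% = acetylcholine EC80 with DMSO and 100% = DMSO without agonist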
CRFR2-BP antag = antagonists of CRF-BP/CRF-R2 complex, primary screen, cell-based, HEK293, calcium dye fluorescence, uHTS | AID 588475, 2011 | inhibition, % at 11.8 µM | CRF-induced calcium fluorescence | actives 0.59% (n = 350,000);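 active = inhibition of the ligand-induced calcium signal above about 50% at the single tested concentration, limit read from the data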
* marks the source's active call; other numbers are inactive results; . = no result given.

compound	M5 ag	CHRM5 PAM	TAAR1 agonist	TAAR1 antagonist	CHO-K1 Ca PAM	M4 PAM	CRFR2-BP ag	M5 antag	CRFR2-BP antag
CCOc1ccccc1N(CC(=O)NC1CCCC1)C(=O)CNC(=O)c1cccs1	1	5	16	-17	-6	5	0.5	-2	20
Cc1ccc(S(=O)(=O)NCC2CCC(C(=O)NCCCN3CCCC3=O)CC2)cc1 (stereo not drawn)	0	9	2	4	20	1	-0.7	-13	7
CCC(C)NC(=O)Cn1cc2c(n1)CCC(C)C2 (stereo not drawn)	0	-5	0	0	11	11	1.0	1	-4
COc1ccc(NS(=O)(=O)c2ccc(Cl)c(NC(=O)c3ccccc3F)c2)cc1	-3	3	-1	7	19	8	-0.4	0	9
CC(Oc1ccc(C(=O)NCCc2ccccc2)cc1)C(=O)O (stereo not drawn)	3	4	6	9	24	10	1.7	2	31
Cc1ccc(S(=O)(=O)N2CCCCC2)cc1NC(=O)CSc1nnc(C2CC2)n1N	0	0	4	-6	-12	6	-0.9	1	-6
CC1(c2ccc(O)cc2)NC(=O)N(c2ccccc2)N1 (stereo not drawn)	-2	2	2	-11	-5	0	2.2	-4	8
NS(=O)(=O)c1ccc(N/N=C/c2ccc3c(c2)OCO3)c([N+](=O)[O-])c1	-3	-5	-1	3	-2	-6	-1.3	8	8
O=c1[nH]c2cc3ccccc3cc2nc1-c1nnnn1Cc1ccccc1	4	4	13	22	7	2	.	-7	.
CCCCCC/C(C)=C1/SC(=S)NC1=O	-1	-9	4	15	13	2	4.4	10	-7
CC(NC(=O)C1CC2CCCC(C1)C2=O)c1ccccc1 (stereo not drawn)	-4	-1	6	5	9	-1	0.7	3	-2
CC1CCN(CCCNC(=O)c2cc3sccc3n2C)CC1	-8	-5	7	1	18	-6	0.1	6	6
CCCCn1c(CCC(=O)O)nc2c1c(=O)[nH]c(=O)n2CCC	2	1	9	-1	15	6	1.7	-2	-16
CCOC(=O)c1cnn(-c2ncnc3sc(C)c(C)c23)c1N	-3	-3	7	4	9	-1	-1.6	-3	-6
O=C1OC(Nc2ncccn2)c2ccccc21 (stereo not drawn)	-1	-6	16	4	-1	-1	0.8	-2	1
Cc1ccc(NS(=O)(=O)c2c(C(=O)N3CCOCC3)c(C)n(C)c2C)cc1	-4	-3	3	2	5	-2	0.2	7	-13
CC(=O)NC(C(=O)c1ccccc1)C(=O)c1ccccc1	-1	0	4	12	1	1	1.0	-9	2
CCCS(=O)(=O)Nc1cccc(-c2nc3cccnc3s2)c1	7	15	2	-7	10	-4	0.2	-11	33
O=C(NCc1cccs1)c1cccc(S(=O)(=O)N2CCCCC2)c1	0	-2	3	10	24	5	0.2	2	0
CCN1CCN(c2c(Cl)cccc2NC(=O)c2ccc3c(c2)OCCO3)CC1	-6	0	4	-10	16	-4	-0.9	-7	0
CN(c1ccccc1)S(=O)(=O)c1cccc(C(=O)Nc2ccc3c(c2)CCC3)c1	-4	-13	0	21	12	-19	0.0	3	3
O=C(COC(=O)c1cc(=O)[nH]c2ccccc12)NCc1ccccc1Cl	-1	3	5	16	12	4	-2.5	15	4
O=C(NC1CCN(Cc2ccccc2)CC1)C1CCN(S(=O)(=O)c2cccc([N+](=O)[O-])c2)CC1	-2	3	.	.	4	-2	1.0	1	0
CCOC(=O)c1ccc(NC(=O)N2CCN(Cc3cccc(F)c3)CC2)cc1	-1	-4	.	.	18	-4	-2.9	4	3
O=C1C(NS(=O)(=O)c2cccs2)=C(N2CCOCC2)C(=O)c2ccccc21	-1	9	0	-7	17	1	-2.8	-6	8
CN(C)c1ccc(CNc2nc3cc(-c4ccc(F)cc4)sc3c(=O)n2C)cc1	1	0	3	-8	2	6	.	-4	.
CCOC(=O)CC(NC(=O)Cn1nnc(-c2ccccc2)n1)c1ccc(OC)cc1 (stereo not drawn)	5	-6	8	-13	1	-1	0.8	4	-6
O=C(NCc1ccncc1)C1Cc2c(-c3ccc4c(c3)OCO4)ccnc2O1 (stereo not drawn)	1	-2	-2	-8	0	-4	.	10	.
Clc1cc2c(c(CSc3nc4ccccc4n4cccc34)c1)OCOC2	-2	2	-1	-7	3	-5	1.4	9	-13
c1ccc(Oc2ccc(-n3cnnn3)cc2)cc1	-4	2	-1	105*	25	11	-1.2	-3	7

Record cards, from the list above. Values in the order: M5 ag	CHRM5 PAM	TAAR1 agonist	TAAR1 antagonist	CHO-K1 Ca PAM	M4 PAM	CRFR2-BP ag	M5 antag	CRFR2-BP antag
CCOC(=O)CC(NC(=O)Cn1nnc(-c2ccccc2)n1)c1ccc(OC)cc1 (stereo not drawn) across the screens: 5	-6	8	-13	1	-1	0.8	4	-6
CCCS(=O)(=O)Nc1cccc(-c2nc3cccnc3s2)c1 across the screens: 7	15	2	-7	10	-4	0.2	-11	33
NS(=O)(=O)c1ccc(N/N=C/c2ccc3c(c2)OCO3)c([N+](=O)[O-])c1 across the screens: -3	-5	-1	3	-2	-6	-1.3	8	8
CN(C)c1ccc(CNc2nc3cc(-c4ccc(F)cc4)sc3c(=O)n2C)cc1 across the screens: 1	0	3	-8	2	6	.	-4	.
CC(=O)NC(C(=O)c1ccccc1)C(=O)c1ccccc1 across the screens: -1	0	4	12	1	1	1.0	-9	2

New compounds follow.
compound	M5 ag	CHRM5 PAM	TAAR1 agonist	TAAR1 antagonist	CHO-K1 Ca PAM	M4 PAM	CRFR2-BP ag	M5 antag	CRFR2-BP antag
O=C(NC1CC1)c1ccc(CS(=O)(=O)c2c(Cl)cccc2Cl)o1	2	-2	-1	7	-9	-2	-0.6	1	11
CCOC(=O)c1ccc(N/C=C/C(=O)c2ccc(OC)c(OC)c2)cc1	-1	-1	8	19	18	5	-0.8	2	9
COC(=O)c1cc(Br)ccc1N(Cc1cc(OC)cc(OC)c1)S(C)(=O)=O	-1	-2	10	13	-17	5	-1.2	1	2
COc1ccc(NC(=O)CN2CCN(c3c(C)cccc3C)CC2)cc1	-3	-5	-3	7	19	-5	-0.4	6	8
Nc1nc(Cl)cc(Nc2ccccc2Cl)n1	-3	-5	3	-22	-25	0	-3.1	8	3
O=C(CSc1ncnc2nc[nH]c12)c1ccccc1	-7	-6	12	5	1	-5	-0.6	-2	18
O=C(CNC(=O)c1cc2c(s1)CCC2)Nc1ccccc1Br	-2	2	3	0	-6	0	-0.8	-1	-3
Cc1c(-n2c(SCC(=O)C(C)(C)C)nc3ccccc3c2=O)c(=O)n(-c2ccccc2)n1C	1	-3	5	-20	11	7	3.8	14	-17
CC1=C(C(=O)Nc2ccc(F)cc2)C(c2ccc(C)o2)C2=C(CC(C)(C)CC2=O)N1 (stereo not drawn)	-4	-1	6	8	-6	3	-0.9	1	4
Cc1cccc(NC(=O)C2(C)CC3c4ccccc4C2c2ccccc23)c1C (stereo not drawn)	-4	-6	-1	4	-1	6	1.2	6	21
Cc1cccc(C(=O)OCC(=O)Nc2ccc3c(c2)OCCO3)c1	-1	-12	1	12	6	-2	-0.7	8	10
CCOC(=O)CC(=O)CSc1nc2ccc(OC)cc2cc1C	-5	-2	8	0	12	-2	0.5	-14	42
COc1ccccc1CNC(=O)C1CCC(=O)N(CCCc2ccccc2)C1 (stereo not drawn)	-3	-3	3	-14	6	6	0.8	4	-12
CCCCSc1nc2c([nH]1)c(=S)n(C)c(=O)n2C	2	-4	1	-7	1	-1	-1.1	11	6
CCOc1ccc(NC(=O)CN(C)C(=O)c2cc(C3CC3)nn2-c2ccccc2)cc1OCC	2	-1	2	1	3	-2	-0.1	0	-2
CCn1cc(/C=C/C(=O)Nc2c(C)nn(Cc3ccccc3C)c2C)cn1	-4	0	2	-16	16	3	1.5	3	-13
[O-]/[N+](=C\c1ccccc1)c1ccc(Br)cc1	3	0	36	13	5	3	0.7	12	-5
COc1ccc(-c2nc(SCC(=O)Nc3c(F)cccc3F)n[nH]2)cc1	0	2	6	-11	-17	1	1.1	0	-11
Nc1nc2ccccc2n1/N=C/c1ccc2c(c1)OCO2	0	2	12	-10	-16	-3	-0.6	-3	7
O=C(COc1ccccc1)N/N=C/c1ccc([N+](=O)[O-])o1	-4	-3	2	5	11	1	0.8	-1	8
COc1cc(C2C3=C(CCCC3=O)Nc3ccc4ncccc4c32)ccc1O (stereo not drawn)	-1	-7	3	-9	-1	4	2.6	2	9
COc1ccc2c(C)c(CCC(=O)NC3CC3)c(=O)oc2c1	2	1	2	-8	4	1	-0.5	0	-2
O=C(COn1nnc2ccc(S(=O)(=O)N3CCOCC3)cc21)NCCc1ccccc1	2	-6	2	-47	-13	4	5.2	6	11
O=C(c1cccc(NS(=O)(=O)c2ccccc2)c1)N1CCCCC1	-1	3	0	-1	8	3	-0.3	-3	-2
Cc1ccc(C(=O)N2CCN(c3ccc(N4CCOCC4)nn3)CC2)cc1C	0	9	0	3	-11	18*	-0.1	-1	1
COc1ccc(/C=C(\NC(=O)c2ccccc2)C(=O)NCC2CCCO2)cc1 (stereo not drawn)	-2	-2	6	-4	-8	-3	0.2	12	5
CC1(C)O[C@@H](CC(=O)O)[C@]23CO[C@H](C(=O)[C@]4(C)C2CC[C@@]2(C)[C@H](c5ccoc5)OC(=O)C5O[C@]524)[C@@H]13 (stereo partly drawn)	3	7	11	-13	7	1	-0.7	3	1
O=C(N/N=C/c1ccc(OC(=O)c2ccc(Br)cc2)cc1)c1ccncc1	-1	1	13	-21	16	1	-0.7	3	-2
COC(=O)C1CC(c2ccc(Cl)cc2)=NO1 (stereo not drawn)	-4	2	3	4	9	11	1.0	-5	2
COc1cccc(-n2nnnc2SCC(=O)NCc2ccc3c(c2)OCO3)c1	-4	-6	-3	-11	8	-4	-0.5	4	24
COc1ccccc1CNC(=O)C(=O)NCC1CCCN1S(=O)(=O)c1cccs1 (stereo not drawn)	1	-8	6	23	-12	-5	-0.8	8	19
COc1ccc(-c2nc3ccccc3c(=O)n2-c2c(C)n(C)n(-c3ccccc3)c2=O)cc1	1	3	0	-29	-22	15	-1.1	-4	12

Screens (PubChem BioAssay)
